Screening results: PubChem, National Center for Advancing Translational Sciences (NCATS)
p53 reactivation: qHTS assay for re-activators of p53 using a Luc reporter. H1299 p53-A138V BP100-luciferase reporter, luminescence, 24 h. Potency, µM (doses to about 92.2 µM), without a hit: top-dose activity change, positive = activation, actives largely listed as activators. hit rate 0.063% among 320,000; note: % of control where 0% means no effect; nearly all actives have a fitted effect of over 45% in size
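p53-null H1299 cells stably carrying temperature-sensitive p53-A138V and a BP100-luciferase reporter were pinned with compounds (4-point, 1:5 series) and held 24 hrs at 37 deg C. Luminescence was read 10 min after detection reagent.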
BRCA1 expr act: qHTS Assay to Identify Small Molecule Activators of BRCA1 Expression; MCF7-BRCA1-FFLuc reporter, luminescence, 48 h; response scale: scaled: vehicle 0%, 10 µM genistein 100%; Potency, µM (series often up to 46.1 µM), for inactives: top-dose activation, usual class: activators; hit rate 1.1% among 380,000; note: nearly all actives have a fitted effect of over 80% in size; some results filed as inactive show a strong effect at the top dose
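MCF7-BRCA1-FFLuc, 2000 cells/well; 2 h attach, 37 °C/5% CO2; compound 48 h; luciferase substrate 15 min; luminescence end-point. Norm. to genistein 10 microM max activation and DMSO; concentration-response curves fitted.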
MBNL1-CUG inh: qHTS Assay for Inhibitors of MBNL1-poly(CUG) RNA binding; AID 2675, 2010; TR-FRET MBNL1-His/biotin-(CUG)12 binding, 665/545 ratio; Potency, µM (series often up to 57.5 µM), without a hit: top-dose activity change, negative = inhibition, hits mostly inhibitors; hit rate 0.036% among 280,000; active = well fitted inhibition curve with a large enough effect in the signal ratio, with a control signal flat, not every such curve was filed as active; inconclusive = small, poorly fitted or top-dose-only effect, or effect the other way, or a change in a side signal; inactive = no such curve, though single readings can be large or run the other way; the % refers to the signal ratio; note: % is set by controls: 0 for no effect and ±100 for the full control effect
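TR-FRET readout: Ex 340 nm, 665/545 nm emission ratio, normalized to buffer-only (basal) and MBNL1-(CUG)12 controls. Complex of MBNL1-His with Biotin-(CUG)12, compounds 92 nM–58 uM, incubated 60 min at room temperature.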
CXXC DNA block: qHTS Fluorescence Polarization Assay for Inhibitors of MLL CXXC domain - DNA interaction | Histone-lysine N-methyltransferase 2A (Homo sapiens), Q03164 | MLL-CXXC / FITC-HOXA9 DNA fluorescence polarization | Potency, µM (series often up to 115 µM), for inactives: top-dose activity change, negative = inhibition, most hits filed as inhibitors | hit rate 0.037% among 290,000; active = well fitted inhibition curve with a large enough effect in the polarisation, with a control signal flat, not every such curve was filed as active; inconclusive = small, poorly fitted or top-dose-only effect, or effect the other way, or a change in a side signal; inactive = no such curve, though single readings can be large or run the other way; the % refers to the polarisation
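Steps: dispense CXXC domain solution (7 uM) → pin compounds or unlabeled HOX-A9 DNA control → 5 min ambient → add FLSN-HOX-A9 solution (50 nM) → spin → 30 min ambient → fluorescence polarization. Tris pH 7.5/NaCl/DTT/BSA buffer.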
FLuc counter: qHTS profiling assay for firefly luciferase inhibitor/activator using purifed enzyme and Km concentrations of substrates (counterscreen for miR-21 project); purified FLuc, Km substrates, luminescence inhibition; Luciferin 4-monooxygenase (Photinus pyralis), P08659; AID 588342, 2011; hit rate 6.9% among 360,000; Potency, µM (top dose mostly 57.5 µM), without a hit: at the top dose activity change, negative = inhibition, most hits filed as inhibitors;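 note: plate controls were vehicle for no effect and reference inhibitor for full effect; nearly all actives have a fitted effect of over 55% in size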
Target sequence (P08659 whole entry, looked up): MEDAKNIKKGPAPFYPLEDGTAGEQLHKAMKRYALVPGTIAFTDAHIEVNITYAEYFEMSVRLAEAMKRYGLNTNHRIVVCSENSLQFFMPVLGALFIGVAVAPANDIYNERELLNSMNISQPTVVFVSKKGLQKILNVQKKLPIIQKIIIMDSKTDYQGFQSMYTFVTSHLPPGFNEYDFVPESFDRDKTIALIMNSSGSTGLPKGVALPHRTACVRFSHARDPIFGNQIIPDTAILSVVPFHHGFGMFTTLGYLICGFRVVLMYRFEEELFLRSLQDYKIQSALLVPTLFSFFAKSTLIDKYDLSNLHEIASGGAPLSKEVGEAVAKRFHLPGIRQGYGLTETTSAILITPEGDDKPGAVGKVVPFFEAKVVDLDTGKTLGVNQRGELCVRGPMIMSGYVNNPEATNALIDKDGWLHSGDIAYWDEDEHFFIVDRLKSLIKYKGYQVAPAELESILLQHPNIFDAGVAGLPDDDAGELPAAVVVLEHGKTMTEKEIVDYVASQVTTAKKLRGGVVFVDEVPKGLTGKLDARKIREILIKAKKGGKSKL
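Biochemical qHTS of compounds, final roughly 60 µM downward over six points, against 10 nM purified firefly luciferase using Km concentrations of substrates (10 uM D-luciferin, 10 uM ATP) in Tris acetate pH 7.5 buffer; luminescence output.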
ELG1 genotox: qHTS screen for small molecules that induce genotoxicity in human embryonic kidney (HEK293T) cells expressing luciferase-tagged ELG1; HEK293T ELG1-luciferase reporter, luminescence, 16 h; Potency, µM (titrated, usually from 46 µM), inactives show top-dose activity change, positive = activation, most hits filed as activators; hit rate 1.3% among 330,000; note: % of control where 0% means no effect; nearly all actives have a fitted effect of over 60% in size
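Cells (2,000/well) expressing the ELG1-luciferase fusion are dosed by pin tool and kept 16 hr at 37 °C, 5% CO2. Signal comes from ONE-Glo luciferase reagent after 30 min at room temperature.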
VP16 counter: VP16 counterscreen qHTS for inhibitors of ROR gamma transcriptional activity. hit rate 3.5% among 310,000. Potency, µM (top dose mostly 53.6 µM), without a hit: at the top dose activity, negative = inhibition, most hits filed as inhibitors. Drosophila S2 Gal4-VP16 UAS-luciferase, luminescence, 20 h;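 note: Gal4-VP16 expression switched on by copper sulfate through the metallothionein promoter; % is set by controls: 0 for no effect and ±100 for the full control effect; nearly all actives have a fitted effect of over 50% in size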
Rab9 promoter act: qHTS Assay for Rab9 Promoter Activators; Huh7 Rab9 promoter-luciferase reporter, luminescence, 24 h; Potency, µM (highest dose often 9.22 µM), without a hit: top-dose activation, negative = inhibition, actives largely listed as activators; hit rate 2.8% among 320,000; AID 485297, 2010; note: % of control where 0% means no effect; nearly all actives have a fitted effect of over 60% in size
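Quantitative HTS format; Huh7 Rab9-luciferase reporter cells (1500/well) receive compound 2 h post-plating, incubate 24 h at 37 °C, then get luciferase reagent for 10 min before luminescence reading.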
NPC1 promoter act: qHTS Assay for NPC1 Promoter Activators. Huh7 NPC1 promoter luciferase reporter, 24 h. Potency, µM (series often up to 9.22 µM), for inactives: at the top dose activation, most hits filed as activators. hit rate 2.4% among 320,000. AID 485313, 2010;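 note: % of control where 0% means no effect; nearly all actives have a fitted effect of over 60% in size; reporter is driven by a mutant NPC1 promoter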
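Readout is luciferase luminescence, reflecting NPC1 promoter activation in stably transfected Huh7 cells after 24 h compound exposure at 37 °C in reduced-serum medium with 10% FBS.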
RORg inh: qHTS for inhibitors of ROR gamma transcriptional activity. AID 2551, 2010. Potency, µM (series often up to 53.6 µM), without a hit: at the highest dose activity change, negative = inhibition, most hits filed as inhibitors. Drosophila S2 Gal4-RORgamma UAS-luciferase reporter, 20 h. Nuclear receptor ROR-gamma (Mus musculus), P51450. hit rate 5.4% among 310,000; note: % is set by controls: 0 for no effect and ±100 for the full control effect; nearly all actives have a fitted effect of over 60% in size
Target sequence (P51450 whole entry, looked up, the tested form may be a part): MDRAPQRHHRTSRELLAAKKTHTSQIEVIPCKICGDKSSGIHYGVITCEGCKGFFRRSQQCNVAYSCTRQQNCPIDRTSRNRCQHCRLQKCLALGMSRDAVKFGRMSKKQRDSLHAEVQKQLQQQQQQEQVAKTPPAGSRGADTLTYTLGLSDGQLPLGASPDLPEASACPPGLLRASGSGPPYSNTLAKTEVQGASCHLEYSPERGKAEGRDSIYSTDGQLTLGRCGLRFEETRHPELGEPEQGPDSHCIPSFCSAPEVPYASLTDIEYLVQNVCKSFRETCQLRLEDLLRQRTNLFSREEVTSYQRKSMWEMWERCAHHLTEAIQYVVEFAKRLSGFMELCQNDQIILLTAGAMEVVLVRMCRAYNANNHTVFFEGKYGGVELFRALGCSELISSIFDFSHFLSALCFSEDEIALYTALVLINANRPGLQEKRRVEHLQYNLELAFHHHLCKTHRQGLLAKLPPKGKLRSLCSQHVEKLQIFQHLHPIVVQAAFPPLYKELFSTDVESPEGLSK
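ROR gamma transcriptional activity was tracked as Gal4-UAS luciferase output in stably transfected Drosophila Schneider cells, with compound added 1 hr before 700 uM copper sulfate induction and a 20 hr ambient-temperature incubation.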
uPA generation: qHTS for Inhibitors of Cell Surface uPA Generation | AID 540303, 2011 | hit rate 0.31% among 330,000 | Potency, µM (doses to about 38.3 µM), inactives show at the top dose activity change, negative = inhibition, actives largely listed as inhibitors | cell surface uPA generation assay, qHTS; active = well fitted inhibition curve with a large enough effect; inconclusive = small, poorly fitted or top-dose-only effect; inactive = no such curve, though single readings can be large or run the other way; tested in mouse RAW 264.7 cells; note: % is set by controls: 0 for no effect and ±100 for the full control effect; nearly all actives have a fitted effect of over 55% in size
Active calls of the source: *; ? = inconclusive; . = not tested or not shown; & = joins results of further samples; [ ] = remark or other dose. Unless noted, calls come from the whole dose curve; as a rule, active = well fitted curve in the direction sought with a large enough effect; inconclusive = small, poorly fitted or top-dose-only effect, or another doubt; inactive = no such curve, though single readings can be large; an effect the other way counts as inactive or inconclusive. Potency is the fitted concentration of half-maximal effect. An excerpt; the hit share may differ from the screen's.

The line under a structure holds: p53 reactivation | BRCA1 expr act | MBNL1-CUG inh | CXXC DNA block | FLuc counter | ELG1 genotox | VP16 counter | Rab9 promoter act | NPC1 promoter act | RORg inh | uPA generation
- CCCc1cc(=O)oc2c3c(cc(OCC(=O)NCC4CCC(C(=O)O)CC4)c12)OC(C)(C)CC3 (stereo not drawn)
→ 3.2% | 7.7% | 0.8% | -8.7% | ? | -1.2% | -9.1% | 2.9% | 3.6% | 83.3% | 3.4%
- O=S1(=O)N=C(N(CCO)/N=C/c2ccccc2)c2ccccc21
→ -8.1% | 14.4% | -2.5% | 10.1% | 0.6% | -8.8% | -10.9% | 1.4% | 0.7% | 30.7% | -6.7%
- CN(C1=NS(=O)(=O)c2ccccc21)c1ccc(OC(=O)c2ccccc2)cc1
→ -0.8% | -12.9% | -15.1% | 136.7%[activator] | 1.8% | -0.6% | -3.6% | -2.6% | -2.0% | -9.5% | 3.0%
- Cc1cc(C)cc(OCc2nnc(SCC(=O)N3CCCCC3)o2)c1
→ -2.9% | -5.8% | -0.9% | 1.2% | 3.5% | -5.9% | 21.4% | -4.9% | -0.9% | 25.9% | 1.8%
- COCCn1c(N)c(Sc2ccc(C)cc2)c(=O)[nH]c1=O
→ -1.4% | 16.1% | 5.2% | -4.8% | -0.7% | 9.6% | 1.1% | -8.5% | 0.5% | -2.9% | .
- COc1ccc(OC)c2sc(N3CCN(C(=O)c4ccc5ncsc5c4)CC3)nc12
→ -8.5% | -4.9% | . | . | 1.1% | -0.8% | . | -0.2% | 17.0% | . | -2.6%
- C(=N\n1cnnc1)/c1cccc(OCCOc2ccccc2)c1
→ 8.7% | 26.0% | 5.7% | -12.4% | ? | 5.4% | ? | 1.41µM* | 2.82µM* | 5.2% | -3.3%
- Cc1cccc(NC(=O)CSc2ccc(-c3ccc4c(c3)OCO4)nn2)c1C
→ -10.2% | -9.0% | -4.9% | 12.8% | 2.1% | 10.4% | 3.7% | -0.8% | -0.2% | -17.5% | 1.0%
- Cc1nn(CC(=O)Nc2cc(S(=O)(=O)N3CCOCC3)ccc2Cl)c(C)c1[N+](=O)[O-]
→ -7.2% | -25.1% | . | . | -1.5% | -3.1% | . | -3.3% | -1.7% | . | 1.6%
- COc1ccc(C(OC(=O)c2ccco2)C(=O)NC(C)(C)C)cc1 (stereo not drawn)
→ -0.9% | -4.5% | -5.5% | -4.8% | 4.5% | 0.8% | -3.4% | -0.8% | -0.8% | -6.9% | .
- CCC(C)NS(=O)(=O)c1ccc(OCC(=O)NCc2ccco2)cc1 (stereo not drawn)
→ . | 8.4% | -8.5% | 2.4% | 6.3% | . | 17.2% | . | . | 43.9% | -4.6%
- CCOC(=O)Cc1nnc(NC(=O)CCc2ccccc2)s1
→ -0.7% | -28.1% | -0.5% | -3.7% | -2.0% | 1.6% | -5.1% | -1.1% | -1.7% | 0.2% | -4.7%
- CCN(c1ccccc1)S(=O)(=O)c1ccc(C(=O)NCC2(N(C)C)CCCCC2)cc1
→ ? | -23.0% | . | . | -0.8% | 0.7% | . | 1.2% | -2.2% | . | -9.4%
- COc1ccc(-c2cnc(SCC(=O)Nc3ccc4c(c3)OCO4)n2Cc2ccco2)cc1
→ 0.9% | -19.6% | 0.8% | 20.7% | -8.1% | -9.8% | -2.0% | 0.7% | 2.8% | 31.6% | -2.5%
- CNc1ccc(Br)cc(C(=O)/C=C/c2ccc(Cl)cc2Cl)c1=O
→ -11.3% | -82.6%[inhibitor] | 10.0% | ? | ? | -9.5% | -29.2% | -31.7%[inhibitor] | -9.9% | ? | -0.4%
- CCN1C(=O)c2cccc3c(S(=O)(=O)NCc4ccccn4)ccc1c23
→ -9.5% | 0.5% | ? | -3.7% | 2.6% | 9.6% | -15.2% | -3.3% | -2.6% | 2.2% | -13.5%
- COC(=O)c1cc2ccsc2n1CC(=O)N(C)c1ccccc1
→ -8.8% | 2.5% | -1.3% | -8.1% | -2.5% | -7.8% | -5.4% | -8.4% | -0.2% | -4.1% | -12.6%
- OCCNCc1cccc(OCc2ccccc2Cl)c1
→ -8.8% | -2.2% | -2.8% | -3.5% | 3.1% | 1.6% | -4.0% | -3.2% | -0.3% | -1.6% | -7.3%
- CC1=NN(C(N)=S)C(=O)C1N=Nc1ccc(F)cc1 (stereo not drawn)
→ 25.1µM* | 39.7% | ? | 2.1% | 10.7µM* | 23.1µM* | 1.26µM* | 3.55µM* | 2.51µM* | 1µM* | -2.1%
- COC(=O)Cc1cc(=O)n2[nH]c(SC)nc2n1
→ -5.8% | -0.9% | -2.0% | 1.4% | -0.8% | -0.7% | -1.8% | -3.4% | -6.1% | 4.0% | 1.4%
- COc1ccc(-c2nnc(NC(=O)C3=COCCO3)o2)cc1
→ 8.8% | 40.8% | . | 11.8% | ? | -3.4% | 2.82µM* | -3.5% | 5.4% | 3.55µM* | 2.4%
- Cc1nc2ccccc2c(C)c1C(=O)c1ccccc1
→ -7.8% | 4.0% | 2.1% | -1.3% | -4.2% | -11.1% | 2.2% | 0.8% | -4.8% | -13.1% | 8.4%
- O=C(c1ccc(OC2CCN(Cc3ccc(F)cc3)CC2)cc1)N1CCCC1
→ -22.1% | -17.6% | -8.0% | 18.3% | -0.9% | 2.3% | -3.2% | -1.3% | -3.4% | -4.6% | -1.2%
- CCOc1ccccc1CN1CCN(Cc2nc3ccccc3s2)CC1CCO (stereo not drawn)
→ -0.8% | -8.6% | 4.6% | 2.7% | -3.7% | -5.5% | 1.3% | -2.5% | -2.8% | 9.6% | 5.8%
- O=C(Cn1cccc1C(=O)c1ccccc1)NCc1ccc(Cl)cc1
→ -0.4% | 24.8% | 14.6% | -0.8% | 0.6%&0.7% | -2.3% | -7.8%[10 µM] | -1.8% | 3.1% | 31.3% | 8.9%
- COc1ccc(NC(=O)C(CC(C)C)NS(=O)(=O)c2ccc3c(c2)CCN3C(C)=O)cc1OC (stereo not drawn)
→ 0.2% | -1.7% | -10.6% | -3.4% | -0.6% | -0.5% | -6.8% | 0.3% | 0.9% | 4.7% | -5.5%
- O=C(NC1CCCC1)C(c1ccncc1)N(C(=O)c1csnn1)c1ccccc1F (stereo not drawn)
→ 1.4% | -6.4% | 5.8% | 0.0% | 2.9% | -2.4% | -9.5% | -0.1% | 0.4% | 19.4% | 0.6%
- CC1CCCCC1NC(=O)C1CCC(CNS(=O)(=O)c2cccc3cccnc23)CC1 (stereo not drawn)
→ -2.7% | -13.6% | 0.1% | -1.3% | 2.8% | -6.5% | 20.6% | -1.3% | -1.6% | 25.9% | -13.6%
- COc1ccc(NC(=O)C(=O)NNC(=O)COc2ccc(OC)cc2)cc1
→ 11.8% | 4.2% | -3.8% | 16.9% | 4.8% | -1.5% | -5.1% | 0.3% | -4.1% | -10.1% | -0.2%
- CCOC(=O)C1CCN(Cc2ccc(C(=O)OC)cc2)CC1
→ -3.6% | 2.5% | -0.5% | -0.6% | -2.2%[2.3 µM] | -2.0% | -5.4% | 3.8% | -1.5% | -20.8% | .
- CCOC(=O)c1ccc(NC(=O)c2ccc[n+]([O-])c2)cc1
→ -0.1% | 2.6% | -2.1% | 15.2% | 5.5% | -1.0% | 1.3% | 1.6% | -4.0% | -6.1% | -0.3%
- O=C(c1ccco1)N1CCN(C(=O)c2cc3sccc3n2Cc2ccccc2)CC1
→ 0.1% | -46.2% | -10.4% | -1.9% | -10.1% | -3.8% | 8.3% | 2.1% | -1.9% | -24.7% | .
- C=CCc1cc(Cl)ccc1OCCOCCN(C)C
→ 8.1% | -22.6% | -1.8% | -3.9% | 2.6% | -8.5% | -0.5% | -3.0% | -1.4% | -1.2% | -0.6%
- Brc1c(C[n+]2ccccc2)nc2ccccn12
→ -4.4% | -8.8% | 3.2% | 1.0% | -3.0% | -0.1% | 6.6% | 1.2% | 0.3% | 21.8% | 3.0%
